Screens as filed in PubChem BioAssay.
KLK5 inh – human KLK5 protease inhibitors, primary screen, biochemical, 1536-well. AID 873, 2007. Kallikrein-5 (Homo sapiens), Q9Y337. 210,000 tested, 0.59% active. recombinant hK5, fluorogenic AMC substrate cleavage. inhibition, % at 5 µM;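 active = inhibition of 40% or more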;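 also: 0% = enzyme controls without compound and 100% = no-enzyme blanks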
FXIa inh – human FXIa protease inhibitors, primary screen, biochemical, 1536-well | Coagulation factor XI (Homo sapiens), P03951 | purified FXIa, Boc-Glu-Ala-Arg-AMC fluorogenic substrate | inhibition, % at 5 µM | 220,000 tested, 0.14% active | AID 798, 2007;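 active = inhibition of at least 40%; inactive = inhibition below 40%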;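 also: fluorescence of freed AMC excited at 355 nm; 0% = enzyme without compound and 100% = no enzyme blank; many of its hits are not listed in these tables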
thrombin 1536 – human alpha-thrombin inhibitors, primary screen, counter-screen for coagulation protease inhibitor project, biochemical, 1536-well, fluorogenic AMC substrate | inhibition, % at 5 µM | AID 1046, 2008 | 220,000 tested, 0.26% active | Boc-VPR-AMC fluorogenic substrate cleavage;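 active = inhibition at or above 40%; inactive = inhibition below 40%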;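 also: 0% = enzyme with no compound and 100% = wells without enzyme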
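Test system: human alpha-thrombin protein / Dosing: one concentration per compound, 5 µM, with 0.2% DMSO / Medium: pH 7.5 Tris-saline with Tween 20 / Benchmarks: no-compound enzyme wells and no-enzyme blanks / Read-out basis: percent inhibition of thrombin substrate cleavage / Timing: reaction at room temperature / Measured by: fluorescence, ex 355 nm, em 460 nm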
zVAD death inh – inhibitors of zVAD-triggered necroptosis, primary screen, L929 cells; L929 zVAD necroptosis rescue, ATP luminescence, 24 h; with zVAD 60 µM; viability rescue, % at 10 µM; 220,000 tested, 0.38% active; AID 1377, 2008;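 active = activation, scaled between plate controls, above about 75%, limit read from the data; inactive = activation under that limit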;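 also: 0% = zVAD with DMSO and 100% = DMSO alone without zVAD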
TNF necrop inh – inhibitors of TNF-alpha triggered necroptosis, primary screen, cell-based, Jurkat FADD-/-, single concentration. AID 463075, 2010. activation (protection from cell death), % at 10 µM. Jurkat FADD-/- TNF necroptosis rescue, ATP luminescence, 24 h; 0 = TNF only, 100 = no-TNF cells. 220,000 tested, 0.068% active;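 active = activation, meaning protection from cell death, of at least 50% relative to plate controls; inactive = activation below 50%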;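 also: necroptosis triggered by 40 ng/mL TNF-alpha added together with compound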
Rad51 HR inh – human RAD51 strand exchange inhibitors, primary screen, biochemical, fluorescence; DNA repair protein RAD51 homolog 1 (Homo sapiens), Q06609; hRad51 DNA strand exchange, fluorescence dequenching; inhibition, % at 10 µM; 200,000 tested, 0.085% active; AID 1385, 2008;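 active = inhibition above 40% at the single screening dose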;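 also: 0% = DMSO control wells and 100% = blanks with heterologous ssDNA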
Target sequence (Q06609 whole entry, looked up): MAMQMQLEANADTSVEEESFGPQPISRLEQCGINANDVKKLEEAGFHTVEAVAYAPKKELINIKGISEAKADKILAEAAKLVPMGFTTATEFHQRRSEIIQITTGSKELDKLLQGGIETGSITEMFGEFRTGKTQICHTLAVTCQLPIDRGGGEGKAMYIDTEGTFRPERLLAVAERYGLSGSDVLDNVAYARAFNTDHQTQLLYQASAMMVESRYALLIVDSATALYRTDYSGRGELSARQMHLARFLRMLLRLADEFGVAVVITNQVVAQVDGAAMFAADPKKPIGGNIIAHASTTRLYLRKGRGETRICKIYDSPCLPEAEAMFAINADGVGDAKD
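Read-out basis: percent inhibition relative to plate controls and blanks / Assay system: human Rad51 nucleoprotein filaments preassembled on unlabelled ssDNA / Timing: filaments 15 min 37 °C, then compound 30 min / Control set: per-plate controls and blanks / Technique: fluorescence dequenching at 485/520 nm / Compound: 10 µM final, single point / Also added: Fluorescein- and BHQ1-tagged 47-mer duplex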
Hck-Nef inh – inhibitors of Nef-activated human Hck kinase, primary screen, biochemical, Z-Lyte FRET, 384-well, Hck-YEEI; 220,000 tested, 0.68% active; inhibition, % at 20 µM; Recombinant Hck-YEEI plus Nef, Z-Lyte FRET kinase assay;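 active = Hck-Nef kinase inhibition above about 50%, limit read from the data; inactive = inhibition below that limit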;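 also: 0% = DMSO with Hck plus Nef and 100% = Hck alone without Nef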
FXIIa inh – human FXIIa protease inhibitors, primary screen, biochemical, 1536-well | purified FXIIa, Boc-QGR-AMC fluorogenic substrate, 2 h | inhibition, % at 5 µM | 220,000 tested, 0.3% active | AID 800, 2007; in the data active = inhibition above about 40%;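 also: 0% = enzyme with no compound and 100% = blank without enzyme; many of its hits are not listed in these tables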
Target sequence (P00748 20-372 limits assumed): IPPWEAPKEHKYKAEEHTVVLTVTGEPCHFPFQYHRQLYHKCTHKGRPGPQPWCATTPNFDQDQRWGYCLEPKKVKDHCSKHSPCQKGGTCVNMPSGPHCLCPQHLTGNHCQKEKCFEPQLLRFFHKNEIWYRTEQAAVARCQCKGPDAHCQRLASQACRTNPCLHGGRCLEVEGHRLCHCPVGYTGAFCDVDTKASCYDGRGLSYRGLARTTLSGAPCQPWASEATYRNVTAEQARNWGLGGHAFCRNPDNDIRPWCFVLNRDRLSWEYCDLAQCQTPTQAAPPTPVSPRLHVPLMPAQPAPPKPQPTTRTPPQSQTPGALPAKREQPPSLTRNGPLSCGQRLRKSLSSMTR
Target sequence (P00748 373-615 limits assumed): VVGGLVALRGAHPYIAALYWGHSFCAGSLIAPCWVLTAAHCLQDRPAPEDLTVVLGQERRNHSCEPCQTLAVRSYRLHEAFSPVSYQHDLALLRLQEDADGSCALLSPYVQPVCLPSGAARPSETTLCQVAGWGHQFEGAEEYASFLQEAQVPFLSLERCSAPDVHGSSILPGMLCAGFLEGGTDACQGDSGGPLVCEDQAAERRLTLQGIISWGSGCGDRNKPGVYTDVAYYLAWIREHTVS
KCC2 mod – KCC2 cotransporter modulators, thallium flux, primary screen, cell-based, HEK293 KCC2, FluoZin-2 fluorescence, MLSMR; B-score of Tl+ flux slope (higher = more flux/activation; lower = inhibition) at 10 µM; 190,000 tested, 2.2% active; AID 1456, 2008; Solute carrier family 12 member 5 (Homo sapiens), Q9H2X9; KCC2 cells, thallium flux FluoZin-2 fluorescence;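 active = thallium flux slope and its plate-corrected score both differing from the plate sample mean at a set confidence after two filtering rounds, in either direction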;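 also: slope of fluorescence scaled to starting intensity during 10 to 20 s after thallium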
* marks the source's active call; other numbers are inactive results; . = not tested or not shown. These rows are one share of the data; count on the stated rates, not on these rows.

smiles	TNF necrop inh	zVAD death inh	FXIa inh	Rad51 HR inh	FXIIa inh	KCC2 mod	KLK5 inh	thrombin 1536	Hck-Nef inh
CC(=O)Nc1c(C(=O)N2CCOCC2)cnn1-c1ccc(C)c(C)c1	-1.2	-0.5	-2	0	7	0.11	-14	-2	0
COc1cc(OC)cc(C(=O)NCC(=O)OCC(=O)N2c3ccccc3NC(=O)C2(C)C)c1	0.6	1.2	-7	-2	3	1	-2	-5	-17
CC(=O)NC(CCS(C)(=O)=O)C(=O)Nc1ccc2c(c1)OCCO2 (stereo not drawn)	-0.5	-0.6	-1	-2	8	1.8	-8	-2	5
CCn1c(=S)[nH]c2scc(-c3cccs3)c2c1=O	-0.7	0.7	3	-2	12	60*	9	10	15
CC(C)CCNC(=O)CCCc1ccccc1	4.4	-2.2	6	-15	8	-0.68	2	-14	9
O=C(CN1CCN(c2ccccn2)CC1)Nc1cc(C(F)(F)F)ccc1Cl	-4.5	0.0	7	.	5	-0.43	0	-20	1
Cc1cc(=O)oc(C)c1C(=O)NC12CC3CC(CC(C3)C1)C2	0.3	0.0	5	-7	6	1.3	-16	6	1
O=C(COc1cc(Cl)c(Cl)cc1Cl)NCCN1CCOCC1	-0.5	0.3	-3	4	-2	-0.043	1	-5	5
O=S(=O)(c1cccc(-c2nnc(-c3ccc(Br)cc3)o2)c1)N1CCCCCC1	-1.1	0.8	-4	-1	5	-0.09	1	-1	2
COc1ccc(/C=C/c2ccccc2)cc1[C@H]1[C@H]2C=CC[C@@H](C)[C@@H]2C(=O)N1Cc1ccccc1	-0.8	-0.7	1	-8	16	-0.29	-1	0	17
O=S(=O)(c1cccc2cccnc12)N1CCN(Cc2ccccc2)CC1	1.9	4.9	10	-9	4	-3.1*	0	-2	14
Cn1nnc(NC(=O)c2cccs2)n1	1.3	1.0	-1	-2	-5	-0.52	-5	1	13
CCOc1cnn(Cc2ccccc2)c(=O)c1SCc1ccccc1	1.3	1.9	-2	1	3	-1.1	-20	-6	3
O=C1CC(c2cccc(F)c2)C2=C(CCCC2=O)N1 (stereo not drawn)	-1.5	0.3	-6	-3	6	-0.12	11	-1	1
Cc1ccsc1C(=O)N1CC(=O)Nc2ccccc21	-7.1	1.1	7	-1	25	.	-8	1	1

More structures:
smiles	TNF necrop inh	zVAD death inh	FXIa inh	Rad51 HR inh	FXIIa inh	KCC2 mod	KLK5 inh	thrombin 1536	Hck-Nef inh
CN(Cc1ccccc1)C1=CC(=[N+]2CCCCC2)CC(C)(C)C1	-12	-0.2	-1	-16	10	-0.32	1	-1	1
Nc1cccc(NC(=O)c2cccs2)c1	-2.3	0.0	-3	2	14	1.7	-5	-4	1
CCCCCSc1nc(N2CCOCC2)c2c(c1C#N)CC(C)(C)OC2	2.2	-0.4	-4	6	-1	0.44	-4	2	0
CCn1ncc([N+](=O)[O-])c1C(=O)Nc1cc(C)on1	1.5	1.1	10	.	14	-0.31	-3	3	4
O=C(NCc1ccc2c(c1)OCO2)C1CCC(CNS(=O)(=O)c2ccccc2)CC1 (stereo not drawn)	2.2	0.3	-3	0	0	1.5	-27	-6	6
COc1ccc(-c2ccn(-c3cccc(F)n3)n2)cc1	-3.0	2.1	1	-32	7	0.74	9	3	1
O=C(Nc1ccc(N2CCOCC2)cc1)c1c(F)cccc1Cl	-0.3	2.6	-1	-4	13	-0.46	6	-2	25
COc1ccccc1-n1c(N)c(C(=O)NCC2CCCO2)c2nc3ccccc3nc21 (stereo not drawn)	1.3	66	-15	-1	-33	-0.65	-117	-7	46
COc1ccc(OC)c(C(=O)COC(=O)c2ccccc2O)c1	-0.1	-0.1	-1	3	6	.	14	2	0
COc1ccc(/C(N)=N/OC(=O)CCCN2C(=O)c3ccccc3C2=O)cc1OC	-0.1	1.1	-5	21	4	0.96	-6	6	-3
CCc1cccc(NC(=O)CSCc2cc(=O)[nH][nH]2)c1	0.1	-0.1	0	-16	12	.	5	2	1
CC(C)(C)NC(=O)COc1ccc(CNc2ccc3[nH]c(=O)[nH]c3c2)cc1	-0.1	1.3	3	3	18	0.17	-19	3	2
CC(=O)N1CCN(c2c(F)c(F)c(C(F)(F)F)c(F)c2F)CC1	-2.4	0.7	1	0	9	-0.7	4	-3	36
N#Cc1c(N)nc(SCC(=O)OCc2ccccc2)c(C#N)c1-c1ccco1	1.0	0.8	4	2	9	0.43	-11	1	2
CC(C)c1ccc2c(c1)C1(NN=C(c3ccccc3)S1)C(=O)N2 (stereo not drawn)	-10	1.2	4	2	8	0.0027	-88	2	5

Following part:
smiles	TNF necrop inh	zVAD death inh	FXIa inh	Rad51 HR inh	FXIIa inh	KCC2 mod	KLK5 inh	thrombin 1536	Hck-Nef inh
COc1ccc(-c2cc(C(F)(F)F)nc(N3CCN(C)CC3)n2)cc1OC	-10.0	0.7	1	5	8	0.21	0	3	0
CCOC(=O)c1cnc2c(c(C)nn2CC)c1NC1CC1	0.3	1.3	2	.	13	-2	.	0	12
COC(=O)c1sccc1NC(=O)CSc1ccc(Cl)cc1	-1.2	0.0	1	-2	11	0.012	-18	3	3
CCCCCn1nc(C)c(/C=N/NC(=O)c2ccoc2C)c1C	1.2	-1.4	-2	-2	4	.	-6	-1	9
O=S1(=O)Nc2c(ccc3cccnc23)-c2ccccc21	-11	36	3	.	0	4.1*	-15	-21	1
Cn1cnc(S(=O)(=O)NCc2cccs2)c1	-0.7	-0.3	-15	-10	-10	1.2	-3	-6	0
CCN1C(=O)/C(=C/c2cnn(C)c2C)SC1=S	-0.6	-0.8	-2	-2	2	-0.26	6	-2	10
CCC(C)NC(=O)c1ccc(C2SCC(=O)N2Cc2ccccc2)cc1 (stereo not drawn)	0.4	2.2	21	-7	14	1.4	26	0	14
O=C(NC1(C(F)(F)F)C(=O)Nc2c1c(=O)[nH]c(=O)n2Cc1ccco1)C1CC1 (stereo not drawn)	0.7	-0.2	-3	-7	5	1.9	-24	-3	-1
CN(C)c1ccc(C(c2nnnn2C(C)(C)C)N2CCc3ccccc3C2)cc1 (stereo not drawn)	2.2	1.5	7	2	14	0.28	4	-1	-11
Cc1ccccc1N1CCN(c2ncnc3scc(-c4cccs4)c23)CC1	-2.2	0.0	1	-4	14	.	-19	4	0
CCCn1c(NC(=S)Nc2ccccc2)nc2ccccc21	-0.3	-0.4	-4	8	1	28*	-93	-7	2
O=C(Cn1c(CO)nc2ccccc21)NCCc1ccc(F)cc1	0.4	0.5	-5	-7	4	0.74	0	-12	-30
CN(Cc1ccco1)C(=O)c1c[nH]c2ccc(S(=O)(=O)Nc3ccc4c(c3)OCCO4)cc2c1=O	1.8	.	9	.	14	0.68	-9	4	3
O=C(Cc1cccc2ccccc12)Nc1ccc(-c2cc3ccccc3oc2=O)cc1	-3.9	0.7	-25	0	-29	0.11	-207	-8	3

Next section:
smiles	TNF necrop inh	zVAD death inh	FXIa inh	Rad51 HR inh	FXIIa inh	KCC2 mod	KLK5 inh	thrombin 1536	Hck-Nef inh
COC(=O)C1(C)NC(c2cccs2)C2C(=O)N(c3ccc(F)cc3)C(=O)C21 (stereo not drawn)	-3.4	-0.1	-4	-1	0	0.066	0	-9	0
Cc1cc(=O)n2c(n1)NC(=NCc1ccccc1)NC2c1ccccc1 (stereo not drawn)	4.9	0.8	3	19	8	0.033	0	-3	12
CC1CC(C)(C)NC(C)c2ccccc21 (stereo not drawn)	2.2	-0.1	4	9	13	.	4	2	1
S=c1[nH]nc(-c2cnccn2)n1-c1ccccc1	0.2	-0.1	0	-3	9	-3.3	4	-4	0
COCC(C)OC(=O)C(C#N)c1nc2ccccc2nc1N1CCN(Cc2ccccc2)CC1 (stereo not drawn)	-11	0.7	3	-5	11	-1.7	4	0	2
Cn1c(N)c(C(=O)COC(=O)c2ccco2)c(=O)n(C)c1=O	-4.0	0.0	-4	-2	3	-0.39	-16	-4	2
Cc1nc(NS(=O)(=O)c2ccccc2)sc1NC(=O)Nc1ccccc1	0.5	17	15	7	3	0.63	-2	-7	17
CCCC[n+]1ccn(-c2nc3ccccc3nc2[N-]S(=O)(=O)c2cccs2)c1	1.0	-0.6	6	25	7	.	-3	2	3
COc1cccc2sc(/N=C/N(C)C)nc12	0.4	-0.7	24	-6	46*	0.76	35	22	-10
COCCCNC(=S)NNC(=O)c1cc(Cl)c(O)c(Cl)c1	3.0	0.9	1	-14	10	0.62	3	-4	16
Cc1ccc(NC(=O)c2cccc(OCc3c(C)noc3C)c2)cc1	-1.9	79*	-19	0	3	-1.6	1	-3	0
O=C(CCN1C(=O)C2C3CCC(C3)C2C1=O)Nc1ccc(Br)cc1 (stereo not drawn)	2.4	1.6	4	6	6	-0.39	-15	-5	2
C/C(=N\Nc1cc(Cl)nc(C)n1)c1ccccc1	-9.1	0.5	-1	1	6	-0.53	-14	-6	1
CSCCC(NS(=O)(=O)c1ccc2c(c1)oc(=O)n2C)C(=O)NC1CCCCC1 (stereo not drawn)	-0.8	0.4	6	-2	11	-0.67	-2	-3	16
COc1cccc(NC(=O)N2CCN(c3nc(-c4cccc(OC)c4)cs3)CC2)c1	-5.2	0.1	0	4	3	-2.2	6	-1	7

Taken from above.
CN(Cc1ccccc1)C1=CC(=[N+]2CCCCC2)CC(C)(C)C1 – Hck-Nef inh: 1
CCn1c(=S)[nH]c2scc(-c3cccs3)c2c1=O – KLK5 inh: 9

Some of these compounds in order of the FXIIa inh value, ascending.
smiles	FXIIa inh
Cc1ccc(NC(=O)c2cccc(OCc3c(C)noc3C)c2)cc1	3
Cc1cc(=O)n2c(n1)NC(=NCc1ccccc1)NC2c1ccccc1 (stereo not drawn)	8
S=c1[nH]nc(-c2cnccn2)n1-c1ccccc1	9

(next part)
smiles	TNF necrop inh	zVAD death inh	FXIa inh	Rad51 HR inh	FXIIa inh	KCC2 mod	KLK5 inh	thrombin 1536	Hck-Nef inh
O=C(NNC(=O)c1ccc2ncccc2c1)c1ccc(Cl)cc1	0.4	1.6	13	3	17	-0.4	22	7	-18
Cc1ccc(S(=O)(=O)NCC2COc3ccccc3O2)cc1 (stereo not drawn)	1.6	0.7	7	.	18	-0.09	1	4	2
Clc1ccc(-c2noc(CN3CCCC3)n2)cc1	-0.1	-0.9	-7	.	-7	0.21	-2	-8	9
C=CCNC(=S)Nc1sc2c(c1C(=O)OCC)CC(C)(CC)OC2 (stereo not drawn)	-0.8	1.4	-3	-6	9	22*	-9	-11	1
CN(CC(=O)NCCc1ccccn1)S(=O)(=O)c1ccc(Cl)cc1	1.0	2.1	-6	4	7	0.31	-6	-8	-2
Cc1ccc(S(=O)(=O)NN2C(=O)c3ccccc3NC2c2ccco2)cc1 (stereo not drawn)	0.0	0.9	1	-3	-5	0.13	-9	-12	14
